IL1B secr inh: inflammasome signaling inhibition, IL-1 beta readout; THP-1 LPS/ATP IL-1B secretion, AlphaLISA, 16 h; hits give low values; activity change, % at 57.5 µM; 360,000 compounds, 4.7% hits; AID 743279; in the data active means activity change below about -50%; inconclusive means mostly about -30% to -49%; further: on the % scale 0 is the no-effect control and ±100 the full control effect
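THP-1 cells pretreated 1 hr with compounds (up to 57.5 uM final), then stimulated with LPS (250 ng/mL final) plus ATP (1.25 mM final); secreted IL-1B measured by AlphaLISA after 16 hr, decreased signal indicating inhibition.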
HT1080NT lethal: kills 2HG-producing HT-1080-NT fibrosarcoma cells; HT-1080-NT fibrosarcoma viability, CellTiter-Glo ATP luminescence, 48 h; Potency, µM (doses to about 46.1 µM), for inactives: at the top dose activity, negative = less viability, actives largely listed as cytotoxic; 360,000 compounds, 1.6% hits;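 further: NT is the 2HG producing partner of a matched IDH1 knockdown line; potency means the concentration at half of the fitted maximal effect; 0% = DMSO-treated cells and -100% = media-only wells without cells; nearly all actives have a fitted effect of over 55% in size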
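Compounds were tested in concentration-response format on HT-1080-NT cells for 48 hours at 37 degrees C. Cell viability came from CellTiter-Glo luminescence; curves were classified by r2, response magnitude and activity.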
HT1080 IDH1KD tx: toxicity to HT-1080 IDH1 knockdown cells (counter line) | AID 686971 | HT-1080 IDH1 knockdown viability, ATP luminescence, 48 h | 360,000 compounds, 2% hits | Potency, µM (highest dose often 46.1 µM), for the others: top-dose activity, negative = toxicity, most hits filed as cytotoxic;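 further: potency means the concentration at half of the fitted maximal effect; 0% = DMSO wells and -100% = cell-free medium wells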
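Viability of IDH1-knockdown HT-1080 fibrosarcoma cells was assessed by CellTiter-Glo after 48 h at 37 °C with titrated compound; concentration-effect curves were classified by fit quality and response size.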
KB-V1 cytotox: kills drug-selected multidrug resistant KB-V1 cells; KB-V1 MDR cells viability, CellTiter-Glo, 72 h; Potency, µM (series often up to 46.1 µM), for inactives: at the top dose activity change, negative = cytotoxicity, hits mostly cytotoxic; 400,000 compounds, 3.4% hits; AID 1347076; further: potency means the concentration at half of the fitted maximal effect; on the % scale 0 is the no-effect control and ±100 the full control effect; nearly all actives have a fitted effect of over 60% in size
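Compound-treated KB-V1 multidrug-resistant cells, 72 h, 37 degrees C; viability by CellTiter-Glo. Fitted qHTS curves give the values.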
MCF10A rerep: induces DNA re-replication in MCF 10a normal breast cells. MCF 10A DNA re-replication, Hoechst nuclear intensity, 48 h. Potency, µM (highest dose often 46.1 µM), for inactives: top-dose activity, positive = re-replication, actives largely listed as activators. 350,000 compounds, 2.9% hits. AID 624296; further: potency means the concentration at half of the fitted maximal effect; % of control where 0% means no effect; nearly all actives have a fitted effect of over 50% in size
WRN inhibitor: WRN helicase (human) inhibition | AID 651768 | Potency, µM (titrated, usually from 114 µM), for the others: at the top dose activity change, negative = inhibition, hits mostly inhibitors | 360,000 compounds, 0.46% hits | WRN helicase unwinding, fluorescent forked duplex, kinetic; further: potency means the concentration at half of the fitted maximal effect; on the % scale 0 is the no-effect control and ±100 the full control effect; nearly all actives have a fitted effect of over 55% in size
Target sequence (Q14191 whole entry, looked up): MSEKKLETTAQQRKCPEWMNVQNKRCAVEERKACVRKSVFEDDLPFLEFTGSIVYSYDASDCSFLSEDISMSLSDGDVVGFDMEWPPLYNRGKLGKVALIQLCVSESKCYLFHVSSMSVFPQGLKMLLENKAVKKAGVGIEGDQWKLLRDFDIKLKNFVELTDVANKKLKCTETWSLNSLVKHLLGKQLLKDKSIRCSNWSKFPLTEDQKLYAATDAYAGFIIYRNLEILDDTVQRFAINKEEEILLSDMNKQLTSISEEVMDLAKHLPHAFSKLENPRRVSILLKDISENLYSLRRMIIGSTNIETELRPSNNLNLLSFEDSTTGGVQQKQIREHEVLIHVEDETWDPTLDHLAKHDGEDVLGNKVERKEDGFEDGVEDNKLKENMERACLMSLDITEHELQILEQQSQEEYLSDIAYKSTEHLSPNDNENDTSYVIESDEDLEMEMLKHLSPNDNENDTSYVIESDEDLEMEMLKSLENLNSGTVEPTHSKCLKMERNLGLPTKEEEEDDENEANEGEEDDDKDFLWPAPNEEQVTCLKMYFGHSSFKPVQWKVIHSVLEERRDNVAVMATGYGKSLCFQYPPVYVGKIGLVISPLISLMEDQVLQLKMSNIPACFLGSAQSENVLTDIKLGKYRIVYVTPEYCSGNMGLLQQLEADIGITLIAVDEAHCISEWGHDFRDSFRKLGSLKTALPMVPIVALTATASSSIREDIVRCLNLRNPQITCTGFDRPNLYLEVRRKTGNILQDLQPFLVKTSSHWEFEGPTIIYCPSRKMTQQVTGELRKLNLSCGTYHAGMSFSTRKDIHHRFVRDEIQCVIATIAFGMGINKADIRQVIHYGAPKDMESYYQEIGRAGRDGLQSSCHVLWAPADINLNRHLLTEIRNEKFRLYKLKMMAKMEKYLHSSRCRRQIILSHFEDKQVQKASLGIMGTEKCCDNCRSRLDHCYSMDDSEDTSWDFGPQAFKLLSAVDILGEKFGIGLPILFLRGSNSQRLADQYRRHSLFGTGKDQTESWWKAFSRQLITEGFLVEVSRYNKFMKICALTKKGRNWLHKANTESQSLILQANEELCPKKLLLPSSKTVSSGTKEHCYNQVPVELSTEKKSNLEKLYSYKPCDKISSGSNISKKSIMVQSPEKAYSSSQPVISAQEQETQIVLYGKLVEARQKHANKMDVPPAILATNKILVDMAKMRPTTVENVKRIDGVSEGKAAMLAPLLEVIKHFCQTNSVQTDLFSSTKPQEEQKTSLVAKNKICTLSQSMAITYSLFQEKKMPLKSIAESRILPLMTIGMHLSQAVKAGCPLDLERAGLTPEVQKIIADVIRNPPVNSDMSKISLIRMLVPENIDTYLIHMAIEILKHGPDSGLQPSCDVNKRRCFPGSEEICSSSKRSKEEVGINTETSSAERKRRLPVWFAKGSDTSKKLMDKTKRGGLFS
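Kinetic fluorescence helicase assay: unwinding of a quenched forked DNA duplex (100 nM final) with 2 mM ATP final raises red fluorescence (525/598 nm). Compounds sat 15 min at room temperature with 20 nM WRN beforehand.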
ATXN2 expr inh: inhibitors of ATXN2 expression | AID 1745845 | 360,000 compounds, 0.72% hits | Potency, µM (series often up to 57 µM), without a hit: at the top dose activity change, negative = inhibition, most hits filed as inhibitors | HEK-293 ATXN2-luciferase reporter, luminescence, 24 h; further: potency means the concentration at half of the fitted maximal effect; on the % scale 0 is the no-effect control and ±100 the full control effect; nearly all actives have a fitted effect of over 55% in size
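qHTS (up to 57 uM final) was run with 24 h compound exposure of reporter cells at 37 °C. Each well was multiplexed: SteadyGlo luminescence measured ATXN2-luciferase expression after a fluorogenic Gly-Phe-AFC viability readout (25 uM final).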
KB-3-1 cytotox: KB-3-1 parental cell cytotoxicity. Potency, µM (titrated, usually from 46.1 µM), without a hit: at the highest dose activity change, negative = cytotoxic, most hits filed as cytotoxic. AID 1347075. 400,000 compounds, 1.4% hits. KB-3-1 viability, CellTiter-Glo ATP luminescence, 72 h; further: potency means the concentration at half of the fitted maximal effect; on the % scale 0 is the no-effect control and ±100 the full control effect; nearly all actives have a fitted effect of over 60% in size
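Using CellTiter-Glo luminescence, growth of non-resistant KB-3-1 adenocarcinoma cells is assessed 72 h after pin-tool compound addition at 37 °C. Normalized responses across the concentration series yield fitted curves.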
SW480 rereplic: inducers of DNA re-replication in SW480 colon cancer cells. SW480 DNA re-replication, Hoechst DNA content imaging, 48 h. AID 624297. 340,000 compounds, 1.8% hits. Potency, µM (series often up to 46.1 µM), for inactives: top-dose re-replication activation, actives largely listed as activators; further: potency means the concentration at half of the fitted maximal effect; % of control where 0% means no effect; nearly all actives have a fitted effect of over 55% in size
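First, 250 cells per well were seeded. Next, compound or vehicle (23 nL) was pinned in, plates sat 48 hr at 37 C. Finally Hoechst was added for 40 min before fluorescence scanning.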
The depositor's hits bear a star; ? = inconclusive; nt = no result given; & = joins results of further samples; [ ] = remark or other dose. Unless noted, the call rests on the fitted dose curve; in most records, active means well fitted curve in the direction sought with a large enough effect; inconclusive means small, poorly fitted or top-dose-only effect, or another doubt; inactive means no such curve, though single readings can be large; an effect the other way counts as inactive or inconclusive.

Every second line gives: ATXN2 expr inh, SW480 rereplic, HT1080 IDH1KD tx, HT1080NT lethal, MCF10A rerep, KB-3-1 cytotox, KB-V1 cytotox, IL1B secr inh, WRN inhibitor
> CN(C)c1ccc(/C=C/c2ccncc2)cc1
  37%, ?, -1%, -1%, ?, ?, 19%&0%, 0, ?
> COc1ccccc1CN1CC(C(=O)N(C)CCOc2ccccc2)CCC1=O (centres undefined)
  21%, 0%, 2%, 0%, -1%, 13%, -1%, 0, -2%
> CCn1nc(C(=O)NNC(=O)COc2ccccc2C)c2ccccc2c1=O
  -19%, 0%, 6%, 14%, -3%, -2%, 9%, 29, -10%
> NC(=O)c1cccc(CS(=O)(=O)c2ccc(Cl)cc2)c1
  -7%, ?, 16%, 15%, -2%, 28%, 0%, -14, -5%[57.1 µM]
> COc1ccc(C(=O)n2cnc3ccccc32)cc1[N+](=O)[O-]
  nt, 2%, -1%, 6%, 3%, 1%, 13%, 20, 3%
> O=S(=O)(c1ccc(S(=O)(=O)N2CCC3(CC2)OCCO3)cc1)N1CCCC1
  -3%, 8%, 4%, 10%, -5%, -5%, -5%, 21, -3%
> COc1ccccc1NC(=O)c1cccc(S(=O)(=O)N2CCOCC2)c1
  10%, 1%, 0%, 2%, -4%, -3%, -16%, 8, -9%
> COc1ccc(NC(=O)CSc2nc(SC)ns2)cc1
  85%[activator], 6%, -20%, -15%, 14%, -2%, 4%, 21, 2%
> COc1ccccc1C(=O)O/N=C(/c1ccncc1)c1ccc([N+](=O)[O-])cc1
  4%, -5%, -1%, 0%, 4%, 7%, 0%, 28, -11%
> Cc1ccc(NC(=O)CN(C)C(=O)c2ccc(NS(=O)(=O)c3cccc([N+](=O)[O-])c3)cc2)cc1
  nt, 2%, -1%, -8%, -7%, 4%, -1%, 25, -4%
> COc1ccc(C(C)(NC(C)=O)c2nc(-c3ccc(F)cc3OC)cs2)cc1 (centres undefined)
  -11%, nt, 11%, 15%, nt, 0%, -10%, 11, 3%
> CN1C(C(=O)NCc2ccco2)CC2Cn3c(nc4cc5ccccc5cc43)C21 (centres undefined)
  4%, 1%, 7%, 12%, ?, 4%, 6%, 40, 3%
> O=C(O)c1cc(-c2cccs2)nn1-c1cccc(Cl)c1
  -10%, 3%, -3%, -8%, -2%, 12%, -2%, 6, -22%
> COc1ccc(CCNc2nc3ccccc3n3cnnc23)cc1OC
  -5%, -4%, 8%, 13%, -4%, 4%, -5%, -4, -2%
> C/C(=N/NC(=O)C1CC1(c1ccccc1)c1ccccc1)c1cccs1 (centres undefined)
  nt, 0%, -7%, -2%, -6%, 0%, 23%, 4, -4%
> CC(=O)N1CCN(c2ccc(Nc3ncnc4c3oc3ccccc34)cc2)CC1
  ?, -5%[9.22 µM], ?, -18%, ?, ?, 21µM*, -81*, -17%
> COCCn1nnnc1SCC(=O)N1CCCCC1
  1%, -8%, 18%, 11%, -2%, -2%, 0%, 3, -8%
> CCN1C[C@@H]2[C@@H]3C(=O)N(Cc4ccccc4)C(=O)[C@@H]3[C@](Cc3ccccc3)(C1=O)N2C(=O)c1ccc(Cl)cc1
  -4%, -5%, -6%, 1%, -1%, 3%, ?, -9, 5%
> Cc1nnc(NC(=O)c2ccc(N3CCCC3=O)cc2)s1
  0%, -1%, 15%, 12%, 4%, 19%, 1%, -3, 1%
> CCOC(=O)c1cnc(SCc2cccc3ccccc23)nc1N
  6%, -4%, ?, -8%, 15%, ?, 18µM*, 14, -11%
> C=CCn1c(-c2ccc(N)cc2)nc2ccccc21
  35%[activator], -2%, -3%, 14%, 9%, -15%, ?, -18, 8%
> O=C(Nc1ccc2[nH]ncc2c1)c1cccc(F)c1
  41%[activator], -74%[inhibitor], 3%, 10%, ?, 2%, 21%, ?, -10%
> COc1ccc(-c2csc(NC(=S)NC(=O)c3ccc(S(=O)(=O)N(C)C)cc3)n2)cc1OC
  -12%, 3%, ?, ?, 6%, 3%, -7%, 29, 4%
> CCCCN(CC)CCNC(=S)Nc1ccc2nc(N3CCN(C)CC3)cc(C)c2c1
  -32%, ?, ?, 26µM*, 28%, ?, -11%, -55*, -15%
> COc1ccc(C2=NOC3(CC(=O)N(c4ccc(F)cc4)C3=O)C2)c(OC)c1 (centres undefined)
  -2%, 12%, -21%, 6%, -18%, 2%, 38%, -6, -7%
> CCc1cc2cc(C(=O)N3CCN(Cc4ccccc4)CC3)sc2s1
  24%, -8%, 2%, 3%, ?, 21µM*, 15µM*, -85*, -12%
> Cc1cc(NC(=O)/C=C/C(=O)N(CC(=O)NC2CCCC2)c2cccc3ccccc23)no1
  3%, 7%, 15%, 11%, 0%, -3%, 2%, 5, -5%
> O=C(Nc1ccc2c(c1)OCO2)c1cc(C2CCCCN2C(=O)OCCF)on1 (centres undefined)
  2%, nt, 0%, ?, nt, 0%, 2%, 11, 3%
> Cc1ccc(S(=O)(=O)Nc2ccc(C(=O)OCC(=O)N(CCC#N)c3ccccc3)cc2)cc1C
  1%, ?, -10%, 0%, 1%, 13%, -28%, 11, -5%
> Cc1cccc(C)c1NC(=O)CN(C)C(=O)C1CC1C (centres undefined)
  nt, -3%, -1%, 1%, 3%, -21%, -22%, 5, -2%
> O=C(/C=C/[C@H]1O[C@@H](n2cnc3c(NC(=O)c4ccccc4)ncnc32)[C@H](O)[C@@H]1O)NCC(c1ccccc1)c1ccccc1
  9%, nt, 1%, -15%, nt, 0%, 20%, -23, -6%
> COc1cc(/C=C/c2ccc3c([N+](=O)[O-])cccc3n2)ccc1OCC(=O)O
  nt, -6%, 0%, -7%, 2%, ?, 3%, -3, -13%
> Cc1nn2c(NCc3cccnc3)c3c(nc2c1-c1ccccc1)CCC3
  -9%, ?, ?, -18%, ?, -6%, -22%, -76*, 1%
> COc1cccc(-c2cccc3c2NC(=O)C3(C)Cc2ccccc2F)c1 (centres undefined)
  4%, nt, -18%, -7%, nt, 0%, 2%, 84, 6%
> COC(=O)c1c(NC(C)=O)sc2c1CCN(Cc1ccccc1)C2
  -13%, -1%, -4%, 4%, 12%, -12%, -14%, 15, 1%
> Cc1nc2c(OCc3cccc(Cl)c3)cccn2c1N(C)CC1CC1
  ?, nt, ?, ?, nt, ?, ?, ?, -10%
> CC(=O)c1cccc(S(=O)(=O)N2CCC(C(=O)N(C)Cc3ccc(Cl)s3)CC2)c1
  -5%, -17%, 1%, -8%, 7%, -19%, -13%, 0, -7%
> Cc1cc(C)n2nc(SCC(=O)NC3CCCC(C)C3C)nc2n1 (centres undefined)
  -7%, 0%, 1%, 0%, 5%, 14%, -14%, 10, 2%
> CCOc1ccc(NCC(=O)N/N=C/C=C/c2ccccc2)cc1
  nt, 3%, -2%, 2%, 1%, 1%, 16%, -2, -7%
> CC(=O)NCCc1nc2cc(NC(=O)COc3ccc(C)cc3)ccc2n1C
  -10%, -10%, 12%, 5%, 1%, -2%, 6%, 1, 7%
> Cc1sc2ncnc(N3CCC(C(=O)Oc4cccc(Cl)c4Cl)CC3)c2c1C
  -18%, -4%, 15%, 6%, 16%, -3%, -1%, 15, -3%
> CSc1ccc(C2NC(=O)CCC2[N+](=O)[O-])cc1 (centres undefined)
  13%, -2%, 27%, 14%, -5%, 0%, -1%, 3, 1%
> O=C1C2CCCN2C(=O)N1CCN1CCN(CCO)CC1 (centres undefined)
  8%, -3%, 9%, 2%, -2%, 7%, 15%, 23, -1%
> O=C(CSc1cn(CCNC(=O)c2ccccc2F)c2ccccc12)NCC1CCCO1 (centres undefined)
  6%, 2%, 0%, 4%, -1%, nt, nt, -6, -21%
> COc1cccc(C2C(C#N)=C(N)OC3=C2C(=O)CCC3)c1OC(=O)c1ccco1 (centres undefined)
  0%, -1%, -5%[9.24 µM], -2%, 9%, -6%, -30%, -7, 5%
> Fc1ccccc1CN1CCCC(NC2CCC2)C1 (centres undefined)
  -17%, ?, ?, -1%, 5%, 0%, -14%, -5, 4%
> COc1ccccc1/C=C(\C#N)C(=O)c1cccn1C
  nt, -35%[inhibitor], 8%, 11%, 1%, 4%, 5%, 10, -1%
> S=c1[nH]c2cnccc2n1Cc1ccccc1
  5%, 0%, -9%, -2%, -2%, -11%, 20%, 30, -6%
> Cc1ccc(-n2c(SCC(=O)NCc3cccs3)nnc2-c2ccoc2C)cc1
  5%, 1%, 17%, 8%, 1%[9.22 µM], 1%, -19%, -11, 7%
> Cc1ccc(CNC(=O)[C@H]2O[C@@H](n3ccc(N)nc3=O)[C@H](O)[C@@H]2O)o1
  12%, nt, -3%, -2%, nt, 0%, 9%, 6, -5%
> Oc1ccccc1/C=N/NC1=NCCCCC1
  19%, -15%, -2%, 8%, 9%, 19%, 1%, -2, 4%
> CN(CC(=O)Nc1cccc(F)c1)C(=O)c1ccccc1-n1cnnn1
  8%, -14%, 1%, 1%, -20%, -2%, -5%, 29, 1%
> CC(=O)c1ccc(NC(=O)N[C@@H](Cc2ccccc2)C(=O)O)cc1
  9%, ?, 9%[9.24 µM], 9%, ?, -4%, 16%, 30, -3%[57.1 µM]
> COc1cccc2c(SCC(=O)N/N=C/c3ccc(O)c(O)c3)cc(C)nc12
  25%, ?, ?, -16%, 8%, 0%, 3%, -64*, 20µM*
> CC(C)(C)OC(=O)N1CCC[C@H]1c1nnc(SC/C=C/c2ccccc2)o1
  0%, 13%, 3%, 2%, ?, -6%, -14%, -15, -4%
> COCCSc1nc2c(c(=O)[nH]c(=O)n2C)n1CCCc1ccccc1
  -14%, 6%, -6%, -10%, 1.5µM*, 4%, -26%, 17, 8%
> CCc1nnc(NS(=O)(=O)c2ccc(N/C=C\C(=O)c3ccc(C)cc3)cc2)s1
  15%, -1%, -1%, -5%, ?, 11%, ?, 19, -22%
> CCCC(=O)Nc1ccc(NC(=O)c2cccc(OC)c2)cn1
  -5%, -1%, 9%, -1%, ?, 6%, 2%, -22, -18%
